# Screening data deposited in PubChem by National Center for Advancing Translational Sciences (NCATS).
# TSHR antagonist: antagonists of human thyroid stimulating hormone receptor; P16473; TSHR-expressing cells, TSH-stimulated cAMP HTRF, 2 h; hits give low values; activity change, negative = inhibition, % at 11.5 µM; hit rate 0.2% among 330,000;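 active means activity change below a set negative limit, meaning inhibition stronger than a set level, cut at about -70% in these data; inconclusive means activity change between two set negative limits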; further: on the % scale 0 is the no-effect control and ±100 the full control effect
#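 Competitive HTRF cAMP read-out (cryptate anti-cAMP antibody, cAMP-d2; 30 min, room temperature) in freshly harvested TSHR cells. Compounds added before TSH at EC80 (4nM final), followed by 2 hours' incubation at 37 deg C.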
# Menin-MLL TR inh: menin-MLL binding inhibition, Texas Red mutant peptide | O00255 | Menin + Texas Red MLL mutant peptide, fluorescence polarization | Potency, µM (series often up to 61.6 µM), for inactives: at the top dose FP activity change, negative = inhibition, actives largely listed as inhibitors | hit rate 0.23% among 270,000 | AID 1768; active means well fitted inhibition curve with a large enough effect in the polarisation, with a control signal flat, not every such curve was filed as active; inconclusive means small, poorly fitted or top-dose-only effect, or effect the other way, or a change in a side signal; inactive means no such curve, though single readings can be large or run the other way; the % refers to the polarisation; further: potency means the concentration at half of the fitted maximal effect; % of control where 0% means no effect; many of its hits are not listed in these tables
# a7 integrin act: activates integrin-mediated alleviation for muscular dystrophy; alpha7betagal myoblasts, beta-gal FDG fluorescence, 48 h; Potency, µM (titrated, usually from 38.3 µM), for inactives: top-dose activation, actives largely listed as activators; hit rate 0.064% among 350,000; AID 624291;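 further: potency means the concentration at half of the fitted maximal effect; 100% = response of the positive control SU9516; nearly all actives have a fitted effect of over 60% in size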
#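 Alpha7betagal+/- myoblasts (passage 13) were plated 16-24 hr, then exposed to compounds (1:260 dilution of DMSO stock) for 48 hours at 37C. After MPER lysis, β-galactosidase reporter activity was read as FDG fluorescence (ex 480/em 540) after 30 minutes.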
# PTAP TSG101 blk: blocks PTAP/TSG101 interaction to inhibit HIV-1 budding; Q99816; Fluorescence polarization, FITC-PTAP peptide / Tsg101 binding; Potency, µM (series often up to 115 µM), inactives show at the top dose activity change, negative = inhibition, hits mostly inhibitors; 340,000 tested, under 10 active; AID 493005; active means well fitted inhibition curve with a large enough effect in the main read-out, with a control signal flat, not every such curve was filed as active; inconclusive means small, poorly fitted or top-dose-only effect, or effect the other way, or a change in a side signal; inactive means no such curve, though single readings can be large or run the other way; further: potency means the concentration at half of the fitted maximal effect; % of control where 0% means no effect
# Target sequence (Q99816 whole entry, looked up): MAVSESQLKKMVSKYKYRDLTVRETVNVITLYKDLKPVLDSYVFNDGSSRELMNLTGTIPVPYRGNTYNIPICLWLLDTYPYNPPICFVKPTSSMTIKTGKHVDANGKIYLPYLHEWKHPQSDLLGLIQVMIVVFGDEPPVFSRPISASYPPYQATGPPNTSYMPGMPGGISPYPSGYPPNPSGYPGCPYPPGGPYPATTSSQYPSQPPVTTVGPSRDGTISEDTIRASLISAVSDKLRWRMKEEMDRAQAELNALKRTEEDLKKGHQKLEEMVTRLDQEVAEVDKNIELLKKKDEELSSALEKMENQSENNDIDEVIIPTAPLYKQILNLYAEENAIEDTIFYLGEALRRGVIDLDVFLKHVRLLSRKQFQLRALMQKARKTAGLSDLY
#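 Compounds were pin-transferred onto Tsg101 binding domain (10 uM final) in HEPES pH 7.5 buffer, then FITC-PTAP peptide was added at 50 nM final. After 20 min at RT, polarization reported peptide displacement across a qHTS concentration series.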
# A-T KAP1 phos: candidate therapy for ataxia-telangiectasia; AID 485349; Potency, µM (highest dose often 57.5 µM), for the others: top-dose activation, most hits filed as activators; hit rate 0.19% among 320,000; […] A-T fibroblasts, KAP-1 phosphorylation AlphaLISA; neocarzinostatin DNA damage 30 min before lysis; further: potency means the concentration at half of the fitted maximal effect; % of control where 0% means no effect; nearly all actives have a fitted effect of over 45% in size
#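 hTERT-immortalized A-T patient fibroblasts ([…]), 500 cells/well in OPTI-MEM, 1% FBS, got compounds for 60 min, then NCS for 30 min at 37C. Lysates were then assayed for phospho-KAP-1 by AlphaLISA (anti-pKAP1 donor, anti-KAP1 acceptor beads), 6 hr at 25C.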
# CXXC DNA block: inhibitors of human MLL CXXC domain-DNA interaction. AID 2662. MLL-CXXC / FITC-HOXA9 DNA fluorescence polarization. Q03164. Potency, µM (doses to about 115 µM), inactives show at the highest dose activity change, negative = inhibition, usual class: inhibitors. hit rate 0.037% among 290,000; active means well fitted inhibition curve with a large enough effect in the polarisation, with a control signal flat, not every such curve was filed as active; inconclusive means small, poorly fitted or top-dose-only effect, or effect the other way, or a change in a side signal; inactive means no such curve, though single readings can be large or run the other way; the % refers to the polarisation; further: potency means the concentration at half of the fitted maximal effect
#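 Purified MLL-CXXC (added from a 7 uM solution) was preincubated 5 min at ambient with pinned compounds in 50 mM Tris-HCl pH 7.5, 50 mM NaCl, 1 mM DTT, 0.05% BSA. Fluorescein-labeled HOX-A9 DNA (50 nM solution) followed, 30 min, then polarization read.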
# Mito fusion yeast: mitochondrial division inhibition or fusion activation; AID 485298; hit rate 0.23% among 320,000; Potency, µM (doses to about 46.1 µM), inactives show top-dose growth rescue (activation), hits mostly activators; S. cerevisiae fusion-defective mutant growth rescue, CellTiterGlo 48 h;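 further: potency means the concentration at half of the fitted maximal effect; % of control where 0% means no effect; nearly all actives have a fitted effect of over 45% in size; temperature-sensitive fusion mutants such as fzo1-1 at 37 °C on non-fermentable ethanol glycerol medium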
#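 Temperature-sensitive fusion-defective S. cerevisiae (e.g. fzo1-1, mgm1-5) were grown with compound in YPEG medium (3% ethanol, 3% glycerol) for 48 hours at 37C. Growth rescue was measured as viability by CellTiterGlo luminescence after 10 minutes at ambient.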
# TCR act: activators of T cell receptors; Potency, µM (series often up to 9.22 µM), inactives show top-dose activation of IL-2 secretion, most hits filed as activators; primary human leukocytes, anti-CD3, IL-2 HTRF, 48 h; 330,000 tested, under 10 active; AID 504894; further: % of control where 0% means no effect
#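 HTRF read-out of IL-2 secretion: europium cryptate donor excited at 320nm, d2 acceptor emission at 665nm. Cells were primary human leukocytes incubated 48 hr with compounds and a-CD3 beads, supplying TCR signal only.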
# ASM inhibitor: human S-ASM enzyme inhibition; P17405; hit rate 0.006% among 340,000; Potency, µM (series often up to 57.5 µM), for the others: top-dose activity change, negative = inhibition, actives largely listed as inhibitors; placental ASM, HMU-PC fluorogenic substrate, 60 min; AID 504937; further: potency means the concentration at half of the fitted maximal effect
#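 qHTS format. ASM enzyme prepared from human placenta hydrolyses the fluorogenic substrate HMU-PC0 (9 uM final) over 60 min at 37 °C after a 10 min compound preincubation.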
# MBNL1-CUG inh: MBNL1-poly(CUG) RNA binding inhibition. hit rate 0.036% among 280,000. TR-FRET MBNL1-His/biotin-(CUG)12 binding, 665/545 ratio. AID 2675. Potency, µM (titrated, usually from 57.5 µM), inactives show at the top dose activity change, negative = inhibition, usual class: inhibitors; active means well fitted inhibition curve with a large enough effect in the signal ratio, with a control signal flat, not every such curve was filed as active; inconclusive means small, poorly fitted or top-dose-only effect, or effect the other way, or a change in a side signal; inactive means no such curve, though single readings can be large or run the other way; the % refers to the signal ratio; further: potency means the concentration at half of the fitted maximal effect; on the % scale 0 is the no-effect control and ±100 the full control effect
# Target sequence (Q9NR56 whole entry, looked up): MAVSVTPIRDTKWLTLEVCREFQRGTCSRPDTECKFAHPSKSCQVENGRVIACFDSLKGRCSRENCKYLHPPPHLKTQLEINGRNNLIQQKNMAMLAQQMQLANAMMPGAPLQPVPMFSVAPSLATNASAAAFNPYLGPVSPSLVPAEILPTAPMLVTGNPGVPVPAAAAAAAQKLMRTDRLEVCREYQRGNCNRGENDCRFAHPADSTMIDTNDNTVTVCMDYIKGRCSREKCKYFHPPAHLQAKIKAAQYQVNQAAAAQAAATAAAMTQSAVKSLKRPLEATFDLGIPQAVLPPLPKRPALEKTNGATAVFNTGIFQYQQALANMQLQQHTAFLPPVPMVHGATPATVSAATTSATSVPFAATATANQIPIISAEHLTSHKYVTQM
#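 Compounds (final 92 nM to 58 uM) are added to His-tagged MBNL1 and biotin-(CUG)12, then terbium anti-His antibody and streptavidin-XL665 (5 nM final). After 60 min at room temperature, the 665/545 nm ratio is read.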
# * marks the source's active call; other numbers are inactive results; ? = inconclusive; / = no result given; [ ] = another dose, or the depositor's remark. Unless noted, the call rests on the fitted dose curve; in most records, active means well fitted curve in the direction sought with a large enough effect; inconclusive means small, poorly fitted or top-dose-only effect, or another doubt; inactive means no such curve, though single readings can be large; an effect the other way counts as inactive or inconclusive.
SMILES,TSHR antagonist,Menin-MLL TR inh,a7 integrin act,PTAP TSG101 blk,A-T KAP1 phos,CXXC DNA block,Mito fusion yeast,TCR act,ASM inhibitor,MBNL1-CUG inh
O=C1CCCN2N=C(SCC(=O)Nc3cccc(Cl)c3)SC2=N1,-1.5,7.5%,-27.9%,0.7%,5.1%,5.3%,6.8%,5.9%,1.4%,2.5%
COc1cc(C(=O)N2CCN(C(=O)Cc3ccccc3)CC2)cc(OC)c1OC,5.5,6.6%,2.7%,-0.2%,-1.1%,0.7%,-6.5%,-2.4%,-0.1%,-23.5%
CC(NC(=O)Nc1ccccc1O)(C(F)(F)F)C(F)(F)F,-4.0,23.6%,-11.8%,4.2%,-3.3%,3.0%,7.0%,-4.5%,-9.8%,7.1%
CCOC(=O)c1c(C)[nH]c(C(=O)OCC(O)=C(C#N)c2nc3ccccc3[nH]2)c1C,/,/,-10.1%,-2.2%,/,/,/,0.1%,-1.9%,/
CCN(CC)CCNC(=O)c1cn(CC)c2ccc(S(=O)(=O)N(C)C3CCCCC3)cc2c1=O,1.2,-1.0%,10.8%,-3.4%,2.0%,-4.7%,-1.7%,0.1%,-1.9%,-8.7%
O=C(CSc1nc2cc(Cl)ccc2c(=O)n1Cc1ccco1)Nc1ccc(S(=O)(=O)N2CCOCC2)cc1,-6.4,6.6%,-11.8%,1.7%,-0.1%,9.8%,-6.8%,-0.8%,-0.1%,77.0%[activator]
CC(C)[C@H](NC(=O)c1ccc(Br)cc1)C(=O)NC1CCCCC1,-1.5,/,?,-0.6%,-6.5%,/,0.1%,-3.8%,3.9%,/
O=C(CSc1nnc(CNC(=O)c2ccccc2F)o1)NC1CCCC1,14.0,/,7.4%,-2.0%,4.7%,0.8%,-0.5%,-3.1%,-1.6%,-0.4%
Cc1ccc(-c2csc3ncnc(Sc4nnc(CN5CCCCCC5=O)o4)c23)cc1,-12.6,-9.7%,-68.8%[inhibitor],-6.2%,17.0%,55.7%[activator],-12.3%,1.4%,-4.3%,15.6%
OCCNC(=S)Nc1cccc(Cl)c1Cl,0.0,/,12.7%,-3.8%,4.5%,-7.8%,1.8%,1.6%,5.3%,/
CN1CCc2c(sc3c2C(=O)NC(c2ccccc2)N3)C1 (centres undefined),0.9,?,-8.1%,-18.7%,0.0%,-18.3%,25.3%,8.0%[46.1 µM],408.8%[activator],0.5%[11.5 µM]
COc1ccccc1Nc1nnc(SCc2cc(=O)n3cc(C)ccc3n2)s1,-11.4,-0.4%,-23.0%,-5.2%,7.8%,3.9%,1.5%,-2.3%[46.1 µM],-0.5%,?
COc1cc(S(=O)(=O)Nc2ccc3cn[nH]c3c2)ccc1Cl,-9.3,?,6.9%,-0.6%,-3.2%,-9.0%,-4.8%,-3.1%,4.4%,1.6%
CC(C)(C)OC(=O)CNC(=O)c1nc[nH]c1C(=O)NCc1ccccc1,0.4,-4.7%,-2.3%,0.0%,-4.1%,-3.6%,0.5%,4.4%,0.0%,-16.1%
CC(C)Oc1ccc(/C=N/NC(=O)c2ccc(N(Cc3ccccc3)S(C)(=O)=O)cc2)cc1,8.0,-0.7%,16.7%,-0.6%,-6.5%,23.2%,-6.1%,-1.8%[46.1 µM],-7.1%,?
O=C(CSc1nc2ccccc2o1)N1c2ccccc2Sc2ccccc21,-4.5,-18.3%,0.0%,1.1%,2.4%,3.6%,12.6µM*,-1.9%[46.1 µM],-7.9%,0.4%
O=c1oc(/C=C/c2ccc([N+](=O)[O-])s2)nc2ccccc12,2.3,15.7%,27.6%,-7.8%,-0.1%,3.8%,-27.4%,0.4%,6.1%,5.4%
Cc1nnc(SC(C)C(=O)NC2CCCCC2C)s1 (centres undefined),4.9,/,0.7%,-1.8%,-0.4%,/,-4.8%,-4.7%,3.5%,/
Cc1ccc(N(CC(=O)N2CCCC2)S(C)(=O)=O)cc1C,-0.1,7.3%,7.9%,-2.6%,-6.5%,-4.5%,0.3%,-5.7%,3.6%,-7.1%
CCC(C)C(=O)Nc1cccc(SC)c1 (centres undefined),1.7,5.6%,/,/,0.0%,-1.4%,1.1%,/,/,-2.7%
COc1ccc(OC)c2c1sc(=NC(=O)c1ccco1)n2C,-15.2,15.2%,-16.9%,4.1%,10.8%,16.1%,3.8%,2.6%,-1.6%,16.0%
COc1cccc(OC)c1C(=O)OCC(=O)Nc1cccnc1Cl,15.6,-0.3%,0.1%,-1.3%,-0.6%,-2.6%,-1.3%,10.5%,0.4%,-3.8%
NC(=O)NC1CCCc2c1[nH]c1ccc(Cl)cc21 (centres undefined),7.8,6.4%,9.5%,-2.0%,2.5%,4.8%,-9.2%,-0.2%,-6.0%,?
O=C(Nc1ccc(NC(=O)C2CCCCC2)nc1)c1cccc(F)c1,12.8,23.5%,-17.0%,1.4%,-2.0%,4.1%,6.1%,1.6%,-0.6%,-4.5%
COc1ccc(NC(=O)CCN2C(=O)C3CC=CCC3C2=O)cc1S(=O)(=O)N1CCCCC1 (centres undefined),9.9,/,-19.3%,-5.1%,-1.3%,/,-12.1%,4.0%,1.5%,/
COc1ccc(C(=O)O/N=C(\N)c2ccccc2)c(OC)c1,-4.0,-8.0%,-49.9%[inhibitor],-2.3%,13.2%,-3.2%,5.3%,-2.9%[46.1 µM],-0.2%,-24.3%
CC(NCc1cc(Br)ccc1OCC(N)=O)C12CC3CC(CC(C3)C1)C2 (centres undefined),13.2,?,-46.5%[inhibitor],-1.9%,0.9%,15.1%,-6.7%,-6.2%,-1.6%,-2.0%
COC(=O)c1cc2c(ccn2-c2ccc(F)cc2)n1CC(=O)OC(C)C,-12.6,2.0%,28.6%,-2.7%,-0.3%,-5.9%,12.0%,5.6%,-0.8%,-5.9%
COc1cccc(NCc2cc3c(C(C)(C)C)nn(-c4ccccc4)c3[nH]c2=O)c1,-0.4,4.4%,-3.8%,-3.1%,-6.5%,-6.7%,0.6%,2.5%,-15.6%,2.9%
O=C(N=C1SC2CS(=O)(=O)CC2N1c1ccc(Cl)c(Cl)c1)C1CCCO1 (centres undefined),0.2,6.3%,-14.1%,0.3%,-4.4%,5.8%,-2.2%,-2.3%,-0.5%,2.1%
COc1ccc(N2CCN(C(=O)COC(=O)c3ccc(CSC)o3)CC2)cc1,3.5,/,-3.8%,1.1%,1.2%,/,22.3%,11.0%,1.9%,/
COc1cccc(C2(CSc3nnc(-c4cc(OC)c(OC)c(OC)c4)o3)OCCO2)c1,0.9,-12.3%,-15.4%,-1.8%,3.2%,-4.0%,2.2%,-6.5%,-1.9%,-6.8%
COC(=O)c1cc(C)sc1NC(=O)c1ccco1,-10.3,/,10.3%,4.3%,-0.8%,25.7%,4.4%,4.6%,0.7%,-1.8%
O=C(NCCc1ccc(Cl)cc1)C1=CC=CN2CCS(=O)(=O)N=C12,4.8,/,15.9%,-6.6%,1.4%,/,-4.5%,/,29.5%,/
O=C(COC(=O)CN1C(=O)NC2(CCCC2)C1=O)Nc1ccc(C(F)(F)F)cc1[N+](=O)[O-],-10.6,/,-18.5%,-7.3%,-0.4%,/,-8.2%,4.8%,3.4%,/
CCn1c(=O)c(C(=O)NCc2ccccn2)c(O)c2ccccc21,4.7,-0.4%,15.7%,-4.1%,6.2%,-0.9%,2.4%,7.2%,-8.8%,14.1%
CS(=O)(=O)N1N=C(c2ccccc2)CC1c1ccc2nccnc2c1 (centres undefined),8.5,0.8%,-8.0%,-0.2%,4.4%,-0.4%,-0.3%,-6.6%[46.1 µM],1.7%,?
COC(=O)COc1ccc(C2NC(=O)NC(c3ccccc3)=C2C(C)=O)cc1Br (centres undefined),-10.4,-18.4%,-30.3%,-0.7%,-10.8%,10.6%,4.3%,-4.9%,-1.5%,-19.4%
CCC1Sc2ccc(S(=O)(=O)CCC(=O)Nc3ccccc3Cl)cc2NC1=O (centres undefined),-131.3*,-12.5%,?,-5.6%,4.9%,3.2%,16.7%,6.2%,-4.8%,-19.7%
CC(=O)c1cccc(NC(=O)NCCc2c[nH]c3ccccc23)c1,22.1,/,12.7%,1.5%,9.1%,3.7%,-3.1%,-19.4%,-4.6%,9.2%
Oc1ccc(N2CCN(C(c3cccnc3)c3nnnn3Cc3ccccc3)CC2)cc1 (centres undefined),-8.8,-22.3%,-30.3%,-0.4%,-7.8%,11.5%,2.3%,-7.6%,3.6%,10.8%

# Some of the compounds tested. The share of hits here may be higher or lower than overall.
